RAD54 inh – inhibitors of human RAD54 branch migration, primary screen, biochemical, fluorescence, single point. inhibition, % at 10.4 µM. DNA repair and recombination protein RAD54-like (Homo sapiens), Q92698. RAD54 Holliday junction branch migration, FAM/BHQ fluorescence. hit rate 0.14% among 360,000. AID 602329, 2012;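 active = mean normalized replicate activity at least 40 and at least half of replicates scoring 40 or more; inconclusive = only one of the two criteria met; inactive = mean below 40 and under half of replicates reaching 40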;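 also: 0% = median of neutral control wells and 100% = median of positive control wells; inhibitors cause a drop in the FAM fluorescence signal; in these data hits start at about 50%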
Target sequence (Q92698 whole entry, looked up): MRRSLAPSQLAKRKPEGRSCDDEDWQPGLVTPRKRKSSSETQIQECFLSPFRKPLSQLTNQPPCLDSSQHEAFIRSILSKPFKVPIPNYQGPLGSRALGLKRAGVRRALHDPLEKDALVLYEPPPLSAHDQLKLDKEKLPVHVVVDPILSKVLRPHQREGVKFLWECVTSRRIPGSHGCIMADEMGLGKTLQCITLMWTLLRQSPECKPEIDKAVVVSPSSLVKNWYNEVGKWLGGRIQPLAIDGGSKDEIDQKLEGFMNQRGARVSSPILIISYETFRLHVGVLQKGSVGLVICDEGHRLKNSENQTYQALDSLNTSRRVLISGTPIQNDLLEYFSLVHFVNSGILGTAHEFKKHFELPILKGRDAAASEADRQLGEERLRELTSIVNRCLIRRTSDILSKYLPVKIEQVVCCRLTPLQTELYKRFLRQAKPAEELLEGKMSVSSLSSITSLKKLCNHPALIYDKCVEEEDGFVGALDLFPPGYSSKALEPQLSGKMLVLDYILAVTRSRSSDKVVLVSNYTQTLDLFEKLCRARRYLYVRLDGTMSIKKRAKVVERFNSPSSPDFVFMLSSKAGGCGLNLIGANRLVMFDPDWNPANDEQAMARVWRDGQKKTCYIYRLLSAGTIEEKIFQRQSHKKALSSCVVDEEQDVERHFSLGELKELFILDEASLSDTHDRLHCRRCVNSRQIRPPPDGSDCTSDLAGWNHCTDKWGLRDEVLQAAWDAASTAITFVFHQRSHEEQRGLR
RAD52 anneal inh – RAD52 DNA annealing inhibitors, primary screen, biochemical, FRET, single point, set 2; DNA repair protein RAD52 homolog (Homo sapiens), P43351; recombinant RAD52 DNA annealing, FRET fluorescence; inhibition, % at 18.7 µM; hit rate 0.46% among 360,000;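 active = every replicate showing at least 50% inhibition; inconclusive = mean inhibition at least 50% but not in every replicate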
Casp6 inh – human caspase-6 inhibitors, primary screen, biochemical, VEID-R110 fluorescence, single point, set 2. hit rate 0.53% among 350,000. P55212. purified caspase-6, Z-VEID-R110 cleavage fluorescence. inhibition, % at 12.5 µM. AID 686996, 2013;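 active = mean inhibition across replicates at least about 35%, with every replicate also reaching that limit, limit read from the data; inconclusive = only one of the two criteria met; inactive = neither criterion met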;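 also: 0% = median of neutral control wells and 100% = no fluorescence left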
Target sequence (P55212 24-179 limits assumed): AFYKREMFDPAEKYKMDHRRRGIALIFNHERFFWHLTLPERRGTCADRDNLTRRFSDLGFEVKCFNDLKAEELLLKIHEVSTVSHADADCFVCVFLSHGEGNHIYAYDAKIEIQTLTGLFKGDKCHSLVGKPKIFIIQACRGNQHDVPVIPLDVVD
Target sequence (P55212 194-293 limits assumed): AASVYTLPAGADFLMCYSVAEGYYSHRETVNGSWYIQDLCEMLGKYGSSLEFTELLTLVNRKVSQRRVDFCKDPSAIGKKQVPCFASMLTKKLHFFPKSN
E-sel inducer – E-selectin induction in HUVECs, primary screen, imaging, HUVEC, immunofluorescence imaging, single point; normalized: neutral wells 0, TNF-alpha wells 100; activation, % at 7.58 µM; hit rate 0.37% among 260,000;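 active = mean E-selectin-positive cell signal at least 10% of the positive control, reached in at least 60% of replicates, without over 20% cell loss; inconclusive = no rule given, readout overlaps actives, possibly toxicity-flagged; inactive = the rest, including those meeting only one limit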;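 also: in these data hits start at about 27%; measured in HUVEC primary endothelial cells; signal is the percent of cells scored E-selectin positive by PE staining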
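assay system = HUVEC, human umbilical vein endothelial cells | input = 3,000 HUVEC seeded per well | medium = EGM-2 growth medium on 0.1% gelatin-coated wells | dosing = one compound dose added by pin transfer | signal = immunofluorescence imaging | read-out basis = % PE-positive cells | control set = TNF-alpha, DMSO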
DENV2 CPE – inhibitors of DENV2 cytopathic effect, primary screen, cell-based, plate reader, single concentration | hit rate 1.7% among 350,000 | CPE inhibition, % at 9.99 µM | DENV2-infected cells, cytopathic effect rescue; in the data active = CPE inhibition above about 20%, passing the limit was not always enough; inconclusive = no clear call, values can overlap the other calls; tested in BHK-21 cells;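 also: 0% = median of neutral control wells and 100% = median of positive control wells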
F508del corr – F508del CFTR correction, initial screen, CFBE line, single point; CFBE cells, YFP halide quenching; stimulated with forskolin plus potentiator P3; % fluorescence drop versus neutral controls; activity (quench increase), % at 7.58 µM; hit rate 0.36% among 350,000;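 active = mean added fluorescence quench of at least 8% versus neutral control, with both replicates also reaching 8%; inconclusive = only one of the mean or replicate conditions met; inactive = mean below 8% and not both replicates reaching 8%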;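 also: cells transiently co-express mutant CFTR-F508del with the halide-sensitive YFP; corrector assay measuring rescue of mutant channel to the surface after 24 h compound exposure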
XiGFP reactiv – activators of inactive X chromosome reactivation, primary screen, imaging, XiGFP fibroblasts, GFP high-content imaging, set 2. AID 743238, 2013. activation, % at 7.58 µM. XiGFP mouse fibroblasts, % GFP-positive cells imaging, 3 d; cells co-treated with 5-aza-dC sensitizer; scaled so ellipticine positive control = 100%. hit rate 0.055% among 360,000;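 active = mean normalized replicate activation at least 10% and every replicate at or above 10%; inconclusive = only one of the two criteria met; inactive = mean below 10% and not all replicates reach 10%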;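 also: 0% = median of on-plate neutral control wells and 100% = ellipticine 6 µM median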
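Assay system: SV40-immortalized XiGFP fibroblast cells, line 68-5-11; buffer or medium: DMEM plus 5-aza-dC sensitizer; compound: one concentration, pinned; timing: compounds 3 days, fix/stain 15 min at room temperature; benchmarks: positive control ellipticine, 6 µM final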
GSIS activator – GLuc luminescence reporter in INS-1E cells, primary screen for activators of glucose-dependent secretion of insulin. hit rate 0.61% among 370,000. activation, % at 16.6 µM. INS-1E GLuc reporter insulin secretion, 2-3 h;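 active = lowest replicate activation of at least 40%, so every replicate reaches that level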;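 also: 0% = median of neutral control wells and 100% = median of IBMX positive control wells; some compounds called inactive have numbers as strong as hits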
Starred values were filed as active, the others as inactive. No enrichment for hits; about 3.7% have a hit in one of these screens.

COc1ccc(C#Cc2ccc3c(c2)[C@]2(C(=O)N3)[C@H](c3ccc(O)cc3)N3[C@H](c4ccccc4)[C@H](c4ccccc4)OC(=O)[C@H]3[C@@H]2C(=O)NC[C@H](O)c2ccccc2)cc1 was read as RAD54 inh 6, RAD52 anneal inh 0, Casp6 inh -2, DENV2 CPE -2 and F508del corr -1.0.
O=C(CCCC(=O)N(CC(=O)NC1CCCC1)c1ccc(F)c(Cl)c1)Nc1ccccn1 was read as RAD54 inh 7, RAD52 anneal inh -4, Casp6 inh 3, DENV2 CPE 2, F508del corr -1.6, XiGFP reactiv 0.0 and GSIS activator -16.
Screening Cc1cc(OC(F)F)ccc1NC(=O)Nc1ccc2c(c1)OCO2 returned RAD54 inh 7, RAD52 anneal inh -15, Casp6 inh -1, E-sel inducer 0.2, DENV2 CPE -3, F508del corr 1.0, XiGFP reactiv 0.1 and GSIS activator 16.
Screening C/C=C/c1ccc([C@H]2[C@@H](CO)N(CC3CC3)[C@@H]2CN(C(C)=O)C(C)C)cc1 returned RAD52 anneal inh -3, Casp6 inh -1, E-sel inducer 0.1, DENV2 CPE -1, F508del corr -1.5, XiGFP reactiv 0.2 and GSIS activator -5.
`CCCN1[C@@H]2c3ccc(-c4ccncc4)c(=O)n3C[C@@H]2[C@@H](CO)[C@@H]1C(=O)NCCCN1CCOCC1` gave RAD54 inh -2, RAD52 anneal inh 3, Casp6 inh 2, E-sel inducer 0.2, DENV2 CPE -4, XiGFP reactiv 0.2 and GSIS activator 6.
Screening O=C(c1ccncc1)N1N=C(C2CCCCC2)CC1(O)C(F)(F)F (stereo not drawn) returned RAD52 anneal inh -6, Casp6 inh -1, E-sel inducer -2.0, DENV2 CPE inconclusive, F508del corr 3.5, XiGFP reactiv 0.0 and GSIS activator 19.
For CN(C)CC(=O)N1CC[C@H]2[C@@H]1c1cc(Br)ccc1N(C)[C@H]2CO the results were RAD54 inh 13, E-sel inducer -0.1, DENV2 CPE 13, F508del corr -1.5, XiGFP reactiv 0.2 and GSIS activator 12.
`C[C@H]1CN([C@@H](C)CO)C(=O)c2c(c3ccccc3n2C)-c2ccccc2CO[C@H]1CN(C)C(=O)CCC(F)(F)F` gave RAD54 inh 2, RAD52 anneal inh 3, Casp6 inh -2, E-sel inducer 1.3, DENV2 CPE -4, F508del corr 1.9, XiGFP reactiv 0.3 and GSIS activator 7.
COc1cc(/C=N/NC(=O)CCn2nc(C)cc2C)ccc1O was read as RAD54 inh 7, RAD52 anneal inh -10, Casp6 inh -2, E-sel inducer -0.2, DENV2 CPE -8, F508del corr -1.1 and XiGFP reactiv 0.0.
`COc1cc(NC(=O)c2ccc(N3CC4CC(C3)c3cccc(=O)n3C4)c(NC(=O)c3ccncc3)c2)cc(OC)c1OC` (stereo not drawn) gave RAD54 inh 2, RAD52 anneal inh 85*, Casp6 inh 5, DENV2 CPE 0, F508del corr 1.0, XiGFP reactiv 0.3 and GSIS activator 7.
Screening O=C(c1ccccc1)N(CC1CCC1)C[C@@H]1N[C@H](CO)[C@@H]1c1ccccc1 returned RAD54 inh -4, RAD52 anneal inh -15, Casp6 inh -1, E-sel inducer 0.0, DENV2 CPE -10, F508del corr 1.6, XiGFP reactiv 0.1 and GSIS activator -2.
For CCC1CN(C(=O)N2CCC(C(=O)NCc3ccc(F)cc3)CC2)c2ccccc2O1 (stereo not drawn) the results were RAD54 inh -8, RAD52 anneal inh -13, Casp6 inh 1, DENV2 CPE -2, F508del corr 1.2, XiGFP reactiv 1.0 and GSIS activator -1.
`O=C(O)c1ccc(NS(=O)(=O)c2ccc3c(c2)OCCCO3)cc1` gave RAD54 inh 7, RAD52 anneal inh -19, Casp6 inh -4, DENV2 CPE 4, F508del corr 2.0, XiGFP reactiv 0.1 and GSIS activator 15.
For O=C(CSc1n[nH]c(=O)n1C1CC1)NCc1ccccc1Cl the results were RAD52 anneal inh -10, Casp6 inh -3, E-sel inducer 1.1, DENV2 CPE -3, F508del corr -1.1, XiGFP reactiv 0.5 and GSIS activator -5.
`COc1ccc(Cc2nnc(Nc3ccccc3OC)[nH]c2=O)cc1` gave RAD52 anneal inh -5, Casp6 inh 0, DENV2 CPE -2, F508del corr 0.2, XiGFP reactiv 0.0 and GSIS activator -6.
CCOC(=O)C1CCC(CNCc2ccccc2C)CC1 (stereo not drawn) was read as RAD54 inh 1, RAD52 anneal inh 3, Casp6 inh -2, E-sel inducer 0.2, DENV2 CPE 3, F508del corr 3.5, XiGFP reactiv 0.0 and GSIS activator 8.
C[C@H](NC(=O)[C@H]1[C@H](CO)[C@H]2Cn3c(cccc3=O)[C@H]2N1CC1CCCCC1)c1ccccc1 was read as RAD52 anneal inh -9, Casp6 inh -1, E-sel inducer -1.2, DENV2 CPE -9, F508del corr 0.4, XiGFP reactiv 0.1 and GSIS activator 0.
For Cc1ccc(-n2c(N)c(C(=O)NCc3cccnc3)sc2=S)cc1 the results were RAD54 inh 0, RAD52 anneal inh -23, Casp6 inh 0 and GSIS activator 8.
N#C/C(=C\c1ccccc1)C(=O)Nc1cc(S(=O)(=O)N2CCOCC2)ccc1N1CCCC1 was read as RAD52 anneal inh -19, Casp6 inh -2, DENV2 CPE 19, F508del corr 3.9, XiGFP reactiv 0.2 and GSIS activator -8.
`CC(C)(C)OC(=O)N1CCC[C@H]1C(=O)N/N=C/c1cccc2nccnc12` gave RAD54 inh 1, RAD52 anneal inh -17, Casp6 inh -1, E-sel inducer 0.1, DENV2 CPE 2, F508del corr 1.7, XiGFP reactiv 0.1 and GSIS activator 1.
`COc1ccc(C2(c3ccc(OC)cc3)NC(=O)N(Cn3nnc4ccccc4c3=O)C2=O)cc1` gave RAD54 inh 0, RAD52 anneal inh -8, Casp6 inh -2, E-sel inducer 6.1, DENV2 CPE 1, F508del corr -7.6, XiGFP reactiv 0.0 and GSIS activator -7.
`Cn1c(=O)[nH]c(=O)c2c1nc(NC1CCCCC1)n2CCO` gave RAD54 inh -10, RAD52 anneal inh 1, Casp6 inh -1, E-sel inducer 0.5, DENV2 CPE 2, F508del corr -1.5 and XiGFP reactiv 0.1.
CCN(C[C@H]1N[C@@H](CO)[C@@H]1c1ccccc1)C(=O)c1ccncc1 was read as RAD54 inh 1, RAD52 anneal inh -13, Casp6 inh 4, E-sel inducer -0.3, DENV2 CPE -6, F508del corr -0.9, XiGFP reactiv -0.1 and GSIS activator 15.
C[C@@H]1CN([C@@H](C)CO)C(=O)c2cc(NS(C)(=O)=O)ccc2O[C@H]1CN(C)S(=O)(=O)c1cccs1 was read as RAD54 inh -4, RAD52 anneal inh -9, Casp6 inh 1, E-sel inducer -0.2, DENV2 CPE inconclusive, F508del corr -0.9, XiGFP reactiv -0.7 and GSIS activator 22.
COc1ccccc1NC(=O)COC(=O)C1CC(=O)N(c2ccc3c(c2)OCCO3)C1 (stereo not drawn) was read as RAD54 inh -11, RAD52 anneal inh -6, Casp6 inh -1, E-sel inducer 0.2, DENV2 CPE 14, F508del corr -2.3, XiGFP reactiv 0.4 and GSIS activator -3.
`O=C(Nc1ccc(Cl)c(S(=O)(=O)N2CCOCC2)c1)C1CCC1` gave RAD54 inh 4, RAD52 anneal inh -15, Casp6 inh 2, E-sel inducer 0.7, DENV2 CPE -1, F508del corr -0.6, XiGFP reactiv 0.0 and GSIS activator -8.
`O=C(COC(=O)c1ccc(OC(F)F)cc1)Nc1cccc(S(=O)(=O)NC2=NCCC2)c1` gave RAD54 inh 8, RAD52 anneal inh -1, Casp6 inh 2, E-sel inducer 0.6, DENV2 CPE 17, F508del corr -1.2, XiGFP reactiv 0.2 and GSIS activator 6.
CN(Cc1c(F)cccc1Cl)C(=O)c1ccc(NS(=O)(=O)c2ccc3[nH]c(=O)[nH]c3c2)cc1 was read as RAD54 inh 6, RAD52 anneal inh 3, Casp6 inh 5, E-sel inducer 2.5, DENV2 CPE -4, F508del corr -0.4, XiGFP reactiv 0.0 and GSIS activator -10.
CCN(CC)C1CCN(C(=O)CCn2nnnc2CN2CCOCC2)C1 (stereo not drawn) was read as RAD54 inh -6, RAD52 anneal inh -11, Casp6 inh -6, DENV2 CPE 0, F508del corr 2.5, XiGFP reactiv 0.0 and GSIS activator 14.
`O=C(C[C@H]1C=C[C@H](NC(=O)Cc2cccnc2)[C@@H](CO)O1)Nc1ccccc1` gave RAD54 inh -4, RAD52 anneal inh -3, Casp6 inh 1, E-sel inducer -0.2, DENV2 CPE 1, F508del corr 2.8, XiGFP reactiv 0.3 and GSIS activator 6.
CC(C)C[C@H]1COc2cc(N3CCC[C@H]3CO)ccc2S(=O)(=O)N1 was read as RAD52 anneal inh -7, Casp6 inh -3, E-sel inducer 0.7, DENV2 CPE -8, F508del corr -2.8, XiGFP reactiv 0.0 and GSIS activator 5.
O=C(CSc1nc(-c2ccccc2)cs1)Nc1ccccc1[N+](=O)[O-] was read as RAD52 anneal inh -16, Casp6 inh 0, DENV2 CPE -1, XiGFP reactiv -0.1 and GSIS activator 12.
For C[C@@H]1CN([C@@H](C)CO)C(=O)c2cc(N(C)C)ccc2O[C@@H](C)CCCCO[C@@H]1CN(C)C(=O)CCC(F)(F)F the results were RAD54 inh -3, RAD52 anneal inh -15, Casp6 inh -1, E-sel inducer -0.1, DENV2 CPE 6, F508del corr -2.1, XiGFP reactiv 0.4 and GSIS activator -1.
For O=c1c(O)cccc2cc(O)c(O)c(O)c12 the results were RAD52 anneal inh 3, Casp6 inh 98*, DENV2 CPE -1, F508del corr 1.4, XiGFP reactiv 0.0 and GSIS activator 4.
`CCN(CC)CCNC(=O)C1c2ccccc2Oc2ccccc21` gave RAD54 inh 2, RAD52 anneal inh -7, Casp6 inh -26, DENV2 CPE -8, F508del corr 3.2, XiGFP reactiv 0.0 and GSIS activator 4.
Screening CCCCn1nc2cc(C(=O)NCc3ccc4c(c3)OCO4)ccc2c1OCC returned RAD54 inh -12, RAD52 anneal inh -5, Casp6 inh 7, E-sel inducer 0.7, F508del corr -1.5 and XiGFP reactiv 0.0.
For C=CCNC(=O)c1cnc(-c2ccccc2)nc1-c1ccccc1 the results were RAD54 inh -14, RAD52 anneal inh 4, Casp6 inh 0, E-sel inducer inconclusive, DENV2 CPE 2, F508del corr 0.9, XiGFP reactiv -0.1 and GSIS activator 6.
C[C@H]1CN([C@@H](C)CO)C(=O)c2cc(NC(=O)NC3CCCCC3)ccc2O[C@H]1CN(C)Cc1ccc(Oc2ccccc2)cc1 was read as RAD54 inh -9, RAD52 anneal inh -8, Casp6 inh 2, E-sel inducer 0.4, DENV2 CPE 2, F508del corr -2.9, XiGFP reactiv -0.1 and GSIS activator -28.

Screens as filed in PubChem BioAssay.
